High-throughput results: PubChem, National Center for Advancing Translational Sciences (NCATS)
HCMV inh: blocks human cytomegalovirus replication; HFF cells, HCMV-luciferase reporter, 72 h; hits give low values; actives 4.5% (n = 410,000); activity change, negative = inhibition, % at 57.5 µM; in the data active means activity change below about -60%; inconclusive means no clear call, values can overlap the other calls; inactive means above about -39%
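HFF cells seeded 16 h at 37C, treated with compounds, infected with luciferase-reporter HCMV at MOI 1 PFU/cell; luciferase read at 72 h post infection, normalized to buffer-only and Salinomycin controls.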
AMA1 RON2 block: disrupts binding of P. falciparum AMA1 to RON2 | AlphaScreen AMA1-biotinylated RON2 peptide binding | Potency, µM (series often up to 58.2 µM), without a hit: top-dose activity change, negative = inhibition, usual class: inhibitors | actives 0.2% (n = 360,000);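 further: potency means the concentration at half of the fitted maximal effect; 0% = vehicle wells and -100% = peptide control; nearly all actives have a fitted effect of over 45% in size; some results filed as inactive show a strong effect at the top dose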
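AMA1 (3D7) with his tag at 25 nM final met compounds first, then biotinylated RON2 peptide at 25 nM; detection used donor plus acceptor beads, 10 µg/mL apiece, read by AlphaScreen after 30 min at room temperature.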
FBPA Giardia inh: blocks Giardia fructose-bisphosphate aldolase activity | A8B2U2 | purified Giardia FBPA | Potency, µM (highest dose often 59.6 µM), for the others: at the top dose activity, negative = inhibition, actives largely listed as inhibitors | actives 0.71% (n = 290,000) | AID 2451; further: potency means the concentration at half of the fitted maximal effect; nearly all actives have a fitted effect of over 55% in size
Target sequence (A8B2U2 whole entry, looked up): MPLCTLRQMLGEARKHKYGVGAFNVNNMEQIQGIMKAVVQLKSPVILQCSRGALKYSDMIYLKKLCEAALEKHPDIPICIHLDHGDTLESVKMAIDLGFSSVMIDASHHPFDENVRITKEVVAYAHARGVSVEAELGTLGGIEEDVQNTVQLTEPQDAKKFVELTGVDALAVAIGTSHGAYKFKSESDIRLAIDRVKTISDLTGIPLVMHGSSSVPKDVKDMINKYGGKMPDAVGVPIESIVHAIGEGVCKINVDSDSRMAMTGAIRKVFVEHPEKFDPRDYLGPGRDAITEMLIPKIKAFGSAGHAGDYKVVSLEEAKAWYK
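40 nM FBPA preincubated 10 min at RT with compound (up to 57.5 uM final), then substrate plus GAPDH/TPI/NAD/arsenate coupling and diaphorase/resazurin added. Fluorescence read after 20 min at RT, 525/598 nm.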
Sm TGR inh: S. mansoni TGR enzyme inhibition | actives 3% (n = 360,000) | Potency, µM (doses to about 114 µM), for inactives: at the highest dose activity change, negative = inhibition, usual class: inhibitors | purified TGR, DTNB reduction, TNB absorbance 405 nm; further: potency means the concentration at half of the fitted maximal effect; nearly all actives have a fitted effect of over 60% in size
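TGR 20 nM + NADPH 100 uM (dispensed conc.), cpd preinc 15 min RT; start with NADPH (500 uM addition) then DTNB (15 mM addition). Kinetic TNB absorbance, 405 nm filter. Four-parameter Hill fit across titration.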
HCV inhibitor: HCV inhibition; Huh7.5.1 HCVcc-Cre infection, luciferase reporter, 44 h; Potency, µM (series often up to 41.8 µM), inactives show top-dose activity change, negative = inhibition, actives largely listed as inhibitors; actives 3.4% (n = 340,000); AID 651820; further: potency means the concentration at half of the fitted maximal effect
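Luciferase read-out (15 sec integration) after a 15 min room-temperature substrate step quantifies HCVcc-Cre infection. Cells, 1,000 per well, had compound added 4 h post-plating, then virus at ~0.5 moi, and were cultured 44 h.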
AmpC detergent: blocks E. coli AmpC beta-lactamase in detergent assay; P00811; AmpC hydrolysis of nitrocefin, absorbance 480 nm, 0.01% Triton; Potency, µM (highest dose often 114 µM), for the others: at the highest dose activity change, negative = inhibition, most hits filed as inhibitors; actives 0.041% (n = 370,000); AID 485294;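 further: potency means the concentration at half of the fitted maximal effect; 0% = no-compound wells and -100% = no-enzyme wells; nearly all actives have a fitted effect of over 25% in size; some results filed as inactive show a strong effect at the top dose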
Target sequence (P00811 whole entry, looked up): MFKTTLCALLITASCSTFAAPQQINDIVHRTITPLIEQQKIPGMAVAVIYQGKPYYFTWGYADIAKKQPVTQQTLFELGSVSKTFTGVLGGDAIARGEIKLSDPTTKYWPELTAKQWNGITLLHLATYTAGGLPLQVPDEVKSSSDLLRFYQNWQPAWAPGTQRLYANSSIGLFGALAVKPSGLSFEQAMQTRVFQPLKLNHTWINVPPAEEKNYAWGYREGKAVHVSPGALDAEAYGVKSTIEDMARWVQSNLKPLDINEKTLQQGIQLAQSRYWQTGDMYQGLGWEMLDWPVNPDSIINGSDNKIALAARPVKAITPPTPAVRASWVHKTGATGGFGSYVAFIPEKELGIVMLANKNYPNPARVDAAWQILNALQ
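AmpC (5.3 nM in the dispensed reagent) in 20 mM phosphate pH 7.0 with 0.01% (detergent screen) or 0.0001% Triton X-100 was preincubated with compounds for 15 min at room temperature. Nitrocefin was then added from an 800 uM solution, and hydrolysis was followed at 480 nm.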
Numbers without * were called inactive; ? = inconclusive; . = not tested or not shown; & = joins results of further samples; [ ] = dose if it differs, or a comment. Unless noted, the call rests on the fitted dose curve; in most records, active means well fitted curve in the direction sought with a large enough effect; inconclusive means small, poorly fitted or top-dose-only effect, or another doubt; inactive means no such curve, though single readings can be large; an effect the other way counts as inactive or inconclusive. Unless noted, on the % scale 0 is the no-effect control and ±100 the full control effect.

SMILES | HCMV inh | AMA1 RON2 block | FBPA Giardia inh | Sm TGR inh | HCV inhibitor | AmpC detergent
COc1ccc(CNC(=O)CSc2n[nH]c(-c3ccc(F)cc3)n2)cc1 | 19 | . | . | 3% | . | -5%
COc1cc(NC(=O)c2csc(-c3ccncc3)n2)cc(C(=O)Nc2cccc(C(F)(F)F)c2)c1 | -16&-6 | 7%&9% | 3% | -2% | 7%[8.37 µM] | -6%
O=C1CN(C(=O)c2cc([N+](=O)[O-])ccc2Cl)C(c2ccc(F)cc2)c2cc(F)ccc2N1 (configuration not stated) | ? | -8% | -6% | -2% | -14% | 0%
CCCSc1nc2ccccc2c(=O)n1-c1ccccc1OC | 4 | . | . | 8% | . | -6%
Cc1ccc(C)n1NC(=O)c1cccs1 | 20 | 0% | -21% | ? | -8% | -1%
CN(C)CCCCOc1ccccc1F | -27 | -15% | 20µM* | -6% | 1% | 0%
CN(Cc1cccs1)C(=O)/C=C/c1ccccc1[N+](=O)[O-] | 73 | -6% | -5% | 0% | 11% | 9%
COc1ccc(N2CCN(CCC(O)c3ccc4ccccc4c3)CC2)cc1 (configuration not stated) | -7 | -27% | 6% | -19% | -6% | 3%
COC(=O)c1[nH]c2ccc(Cl)cc2c1NC(=O)CN1CCc2cc(OC)c(OC)cc2C1 | 58 | -4% | -8% | -22% | ? | 3%
CCn1ncc(/C=N\NC(=O)c2ccc3c(c2)c(C)c(C)n3Cc2ccccc2)c1C | -26 | -10% | 5% | -1% | -28% | ?

Overlap with the part before: five entries, followed by the next part.
SMILES | HCMV inh | AMA1 RON2 block | FBPA Giardia inh | Sm TGR inh | HCV inhibitor | AmpC detergent
CN(C)CCCCOc1ccccc1F | -27 | -15% | 20µM* | -6% | 1% | 0%
CN(Cc1cccs1)C(=O)/C=C/c1ccccc1[N+](=O)[O-] | 73 | -6% | -5% | 0% | 11% | 9%
COc1ccc(N2CCN(CCC(O)c3ccc4ccccc4c3)CC2)cc1 (configuration not stated) | -7 | -27% | 6% | -19% | -6% | 3%
COC(=O)c1[nH]c2ccc(Cl)cc2c1NC(=O)CN1CCc2cc(OC)c(OC)cc2C1 | 58 | -4% | -8% | -22% | ? | 3%
CCn1ncc(/C=N\NC(=O)c2ccc3c(c2)c(C)c(C)n3Cc2ccccc2)c1C | -26 | -10% | 5% | -1% | -28% | ?
CC1=C(C)CC(C(=O)c2ccccc2)C(C(=O)O)C1 (configuration not stated) | -17 | -7% | 8% | -26% | 4% | 3%
C=CCn1c(-c2cccn(Cc3ccccc3)c2=O)n[nH]c1=S | -16 | -8% | ? | 12% | 3% | -1%
CCCN1CCN(C(=O)c2oc3c(Cl)cccc3c2C)CC1 | 35 | -17% | -2% | -2% | 4% | ?
COc1ccc(CN2C(=O)CC(Cc3cc(C)cc(C)c3)C2=O)cc1OC (configuration not stated) | -34 | -4% | -6% | 0% | -5% | ?
CC1CCc2c(nc3ncnn3c2N2CCN(c3ccccc3F)CC2)C1 (configuration not stated) | 22 | -7% | 13% | -27% | -17% | -14%
Cc1ccc(NC=C(S(=O)(=O)c2ccccc2)S(=O)(=O)c2ccccc2)c(C)c1 | 34 | 0% | 0% | 9% | -2% | 6%
CCCCNC(=O)CN(c1ccc(Cl)c(Cl)c1)S(C)(=O)=O | 2 | 0%[2.32 µM] | -3% | 1% | 21% | ?
COc1ccc(CNc2ccc3cc(S(=O)(=O)N4CCCCC4)ccc3n2)cc1 | -27 | . | . | 7% | . | 0%
CC(Nc1nc(-c2ccc3c(c2)NC(=O)CO3)cs1)c1ccccc1 (configuration not stated) | ? | -13% | -5% | ? | 11µM* | -2%
Cc1ccc(-n2[nH]c(C)c(C=Nc3ccc4[nH]c(=O)[nH]c4c3)c2=O)cc1C | 13 | 11% | 3% | 0% | ? | ?

Pulled one by one from above (three):
SMILES | HCMV inh | AMA1 RON2 block | FBPA Giardia inh | Sm TGR inh | HCV inhibitor | AmpC detergent
Cc1ccc(NC=C(S(=O)(=O)c2ccccc2)S(=O)(=O)c2ccccc2)c(C)c1 | 34 | 0% | 0% | 9% | -2% | 6%
CC1=C(C)CC(C(=O)c2ccccc2)C(C(=O)O)C1 (configuration not stated) | -17 | -7% | 8% | -26% | 4% | 3%
CC1CCc2c(nc3ncnn3c2N2CCN(c3ccccc3F)CC2)C1 (configuration not stated) | 22 | -7% | 13% | -27% | -17% | -14%

More entries
SMILES | HCMV inh | AMA1 RON2 block | FBPA Giardia inh | Sm TGR inh | HCV inhibitor | AmpC detergent
Cc1ccc(/C=C/c2onc(C)c2S(=O)(=O)N2CCC(C(=O)NCc3ccco3)CC2)cc1 | 4 | . | . | 2% | . | -2%
CCOc1ccc(NS(=O)(=O)c2ccc3c4c(cccc24)C(=O)N3)cc1 | -39 | . | . | 1% | . | 12%
CC(=O)N1CC[n+]2c(-c3ccc(Cl)cc3Cl)csc21 | -23 | -3% | 0% | -5% | -11% | ?
COc1ccc(NC(=O)CSc2cc(C)ccc2C)cn1 | -31 | 17% | -1% | 5% | ? | 0%
CCOc1ccc(-c2nnn(CC#N)n2)cc1OC | 31 | 0% | -1% | -3% | ? | -8%
Cn1cc(C=O)c2cc(S(=O)(=O)N3CCOCC3)ccc21 | -13 | 0% | 6% | 2% | 28% | -12%
O=C(CN1C(=O)COc2ccc(S(=O)(=O)N3CCOCC3)cc21)N1CCN(c2ccccc2)CC1 | 7 | . | . | 2% | . | 10%
COc1ccc(NS(=O)(=O)c2ccc(C)c(C(=O)NCC(c3cccs3)N3CCOCC3)c2)cc1 (configuration not stated) | -3 | 1% | . | -12% | 9% | ?
CCN(CC(=O)Nc1ccc(NC(C)=O)cc1)C(=O)C1COc2ccccc2O1 (configuration not stated) | -20 | -2% | . | 0% | 14% | -14%
NC(=O)NCc1cccnc1 | 15 | 6% | 3% | -7% | 2% | 3%

One compound at a time, as listed above. Values in the order: HCMV inh | AMA1 RON2 block | FBPA Giardia inh | Sm TGR inh | HCV inhibitor | AmpC detergent
CC1=C(C)CC(C(=O)c2ccccc2)C(C(=O)O)C1 (configuration not stated) as listed: -17 | -7% | 8% | -26% | 4% | 3%
Cc1ccc(C)n1NC(=O)c1cccs1 as listed: 20 | 0% | -21% | ? | -8% | -1%
COC(=O)c1[nH]c2ccc(Cl)cc2c1NC(=O)CN1CCc2cc(OC)c(OC)cc2C1 as listed: 58 | -4% | -8% | -22% | ? | 3%
COc1cc(NC(=O)c2csc(-c3ccncc3)n2)cc(C(=O)Nc2cccc(C(F)(F)F)c2)c1 as listed: -16&-6 | 7%&9% | 3% | -2% | 7%[8.37 µM] | -6%
CCn1ncc(/C=N\NC(=O)c2ccc3c(c2)c(C)c(C)n3Cc2ccccc2)c1C as listed: -26 | -10% | 5% | -1% | -28% | ?

(list continues)
SMILES | HCMV inh | AMA1 RON2 block | FBPA Giardia inh | Sm TGR inh | HCV inhibitor | AmpC detergent
Cc1cc(C)n(-c2ncc(-c3ccccc3)nn2)n1 | 11 | -3% | 2% | 7% | 9% | ?
CCc1ccc(-n2nnc(-c3nc(-c4ccccc4)no3)c2C)cc1 | 168 | . | . | 5% | . | -5%
O=C1S/C(=C\c2ccccc2)C(=O)N1CC(O)Cn1c2ccccc2c2ccccc21 (configuration not stated) | 3 | -4%[11.6 µM] | 1% | -18% | -1% | -8%
O=c1[nH]c2ccc(Cl)cc2c(-c2ccccc2)c1CN1CCOCC1 | -17 | -8% | -12% | ? | -3% | ?
CC(/C=C/c1ccco1)=N/NC(=O)CNc1ccccc1C | -23 | 36%[activator] | -3% | 35µM* | -10% | -11%
O=C(NCC1CCCO1)c1cc2n(n1)C(C(F)(F)F)CC(c1ccc(Br)cc1)N2 (configuration not stated) | 0 | -6% | 0% | 17%[11.4 µM] | -2% | -13%
Cc1c(NC(=O)c2cc(-c3ccc(F)cc3)on2)c(=O)n(-c2ccccc2)n1C | -6&-11 | 13% | 4% | 9%&4% | -2% | 5%&21%
Cc1ccccc1C(=O)NCC(=O)NNC(=S)NC(=O)c1ccccc1C | -11 | 26%[11.6 µM] | ? | 2% | -6% | -2%
CC1CCN(C(=O)Cn2cc(C(=O)c3ccco3)c3ccccc32)CC1 | 9 | 3% | -2% | -1% | -1% | -3%
O=C1OCc2cc(NC(=O)C3COc4ccccc4O3)ccc21 (configuration not stated) | 23 | 15% | -3% | -11% | 1%[8.37 µM] | ?
COC(=O)c1cn(NC(=O)C2CCC(C)CC2)c(=O)c2ccccc12 (configuration not stated) | 23 | 17% | -1% | 1% | -5% | -5%
O=C(Cc1ccc([N+](=O)[O-])cc1)c1c(O)cc(O)cc1O | -22 | -1% | 1% | 2% | 25% | 1%
COC(=O)Nc1ccc(S(=O)(=O)N2CCC(C(=O)N3CCC(C)CC3)CC2)cc1 | 25 | -9% | 7% | -1% | 2% | ?
COc1ccc(CNC(=O)c2c(C)nc3ccccn23)cc1 | -39 | 4% | 2% | 0% | ? | -11%
Fc1ccc(NCc2cccnc2)cc1F | -18 | -1% | ? | -16% | 14% | -13%
CN(C)CCNS(=O)(=O)c1ccc(N2CCN(c3ccc(F)cc3)CC2)c([N+](=O)[O-])c1 | -76* | -22% | 5% | 1% | 10µM* | -16%
CC(=O)c1cccc(NC(=O)CCS(=O)(=O)c2ccc3c(c2)n(C)c(=O)c(=O)n3C)c1 | 28 | . | . | ? | . | 7%
CSc1ccc(CNC(=O)C2CCCN(S(=O)(=O)N(C)c3ccc(F)cc3)C2)cc1 (configuration not stated) | -61* | . | . | -4% | . | 16%
COc1ccccc1-c1ccc(SCC(=O)Nc2cc(C)on2)nn1 | -19 | -12% | -17% | 8% | -24% | 0%
CCCc1cc(C(=O)Nc2cccc(Cl)c2C)no1 | -17 | 11% | 10% | 1% | 0% | ?
Cc1cc(Br)ccc1SCC(=O)OCC(=O)c1c(N)n(C)c(=O)n(C)c1=O | -7 | -3% | -18% | 2% | 13% | 3%
CCc1[nH]nc2c1C1(CCN(C(=O)OCc3ccccc3)CC1)C(C#N)=C(N)O2 | 19 | -1% | -8% | -14% | 0% | 3%
Nc1nc(N)c2nc(CNc3ccc(C(=O)NC(CCC(=O)O)C(=O)O)cc3)cnc2n1 (configuration not stated) | . | . | -4%&-3% | -16% | -14% | 0%
Cn1cccc1C(=O)NC(=O)COC(=O)CNS(=O)(=O)c1ccc(Br)cc1 | 10 | -5% | -13% | -18% | 3% | 3%
CN(C)/C=C/C(=O)c1cnc(-c2ccccc2Cl)s1 | 33 | -12% | 0% | -23% | -15% | 7%
CC1(C)Cc2c(sc3[nH]c(=S)[nH]c(=O)c23)CO1 | 2 | 32%[activator] | -6% | 13% | ? | -1%
O=c1oc2ccc(C#CC3(O)CCCCC3)cc2cc1-n1cc(-c2ccsc2)nn1 | -3 | 0% | . | ? | 6% | 2%
CCn1c(COc2ccccc2C)nnc1SCC(=O)NC1CCCC1 | -21 | 1% | 0% | 7% | -15% | -15%
CC(C)(C)OC(=O)COc1cc(OCC(=O)OC(C)(C)C)c2c(=O)cc(-c3ccccc3)oc2c1 | -26 | -30% | 10% | -6% | 10µM* | 9%
O=C(CNCc1ccc(Cl)cc1)Nc1ccc2c(c1)OCCO2 | 28 | ? | ? | 0% | 0% | 6%
Cc1nn2c(=O)c3c4c(sc3nc2n1-c1ccccc1)COC(C)(C)C4 | -24 | 1% | -1% | 8% | 14% | 5%

This is a random part of the collection (roughly 9.3% active in at least one column).
